12-LOX inh: ALOX12 (human) lipoxygenase inhibition; P18054; purified 12hLO, xylenol orange hydroperoxide absorbance; Potency, µM (titrated, usually from 108 µM), inactives show top-dose activity change, negative = inhibition, usual class: inhibitors; actives 1.1% (n = 580,000); AID 1671190; also: % is scaled to controls: 0 for no effect and ±100 for the full control effect
Target sequence (P18054 whole entry, looked up): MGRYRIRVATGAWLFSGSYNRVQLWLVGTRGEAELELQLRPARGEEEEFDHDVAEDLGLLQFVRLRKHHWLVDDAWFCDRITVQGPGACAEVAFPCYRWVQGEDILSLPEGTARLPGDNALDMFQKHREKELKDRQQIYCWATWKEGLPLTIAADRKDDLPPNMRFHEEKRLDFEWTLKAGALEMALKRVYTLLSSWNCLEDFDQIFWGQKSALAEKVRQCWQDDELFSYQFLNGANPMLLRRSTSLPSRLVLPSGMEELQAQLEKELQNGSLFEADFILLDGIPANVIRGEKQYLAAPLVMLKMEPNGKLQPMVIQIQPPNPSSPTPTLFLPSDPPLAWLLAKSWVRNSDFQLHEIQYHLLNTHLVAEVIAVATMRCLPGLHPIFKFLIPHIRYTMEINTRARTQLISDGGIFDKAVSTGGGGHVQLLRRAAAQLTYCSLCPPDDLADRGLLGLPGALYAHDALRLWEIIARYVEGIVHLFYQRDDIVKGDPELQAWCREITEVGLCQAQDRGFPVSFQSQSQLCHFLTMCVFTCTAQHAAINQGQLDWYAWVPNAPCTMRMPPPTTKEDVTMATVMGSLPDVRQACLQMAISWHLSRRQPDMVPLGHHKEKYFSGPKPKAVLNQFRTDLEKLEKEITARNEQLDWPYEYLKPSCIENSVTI
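Purified human 12hLO at 150 nM in 25 mM Hepes, 0.01% Triton X-100, pH 7.0, preincubated 15 min at room temperature with compound. Reaction started with 40 uM arachidonic acid, 30 min at room temperature. Hydroperoxide measured by Fe-xylenol orange, 573/405 nm absorbance ratio.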
JMJD2A Tudor inh: JMJD2A Tudor domain (human) inhibition. O75164. AlphaScreen JMJD2A-Tudor / H3K4me3 peptide binding. Potency, µM (doses to about 114 µM), without a hit: at the highest dose activity change, negative = inhibition, hits mostly inhibitors. actives 4.4% (n = 390,000); also: % is scaled to controls: 0 for no effect and ±100 for the full control effect; nearly all actives have a fitted effect of over 50% in size
HP1b chromo inh: blocks HP1-beta chromodomain binding to methylated histone tails. AlphaScreen HP1-beta / biotin-H3K9me3 peptide binding. Potency, µM (doses to about 114 µM), for inactives: at the top dose activity change, negative = inhibition, most hits filed as inhibitors. actives 0.56% (n = 390,000). AID 540317; also: nearly all actives have a fitted effect of over 70% in size; inactives centre near 23
Target sequence (P83916 whole entry, looked up): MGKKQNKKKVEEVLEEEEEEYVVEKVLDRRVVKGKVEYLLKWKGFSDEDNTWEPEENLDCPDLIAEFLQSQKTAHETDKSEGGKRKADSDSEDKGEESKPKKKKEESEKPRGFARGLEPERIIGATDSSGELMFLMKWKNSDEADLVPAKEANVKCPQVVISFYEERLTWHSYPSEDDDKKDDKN
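AlphaScreen: HP1-beta (50 nM) preformed 30 min with biotin-H3(1-18)K9me3 peptide (50 nM) in PBS pH 7.4, 0.01% Tween-20. Compound added for 30 min at RT, then streptavidin donor/nickel chelate acceptor beads (10 ug/mL) for 30 min.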
GLS inh: blocks human kidney-isoform glutaminase activity; Potency, µM (top dose mostly 45.5 µM), for the others: top-dose activity change, negative = inhibition, most hits filed as inhibitors; actives 0.21% (n = 410,000); O94925; AID 624170; GLS enzymatic activity, qHTS titration; also: % is scaled to controls: 0 for no effect and ±100 for the full control effect
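hKGA; 45 mM KH2PO4 pH 8.2 + 0.02% Tween-20; cpd via pin tool; 1 mM Gln soln; GluOx/HRP/Amplex Red; RT 30 min; fluor. t0 & final.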
Pin1 inhibitor: blocks the human prolyl isomerase Pin1 | Q13526 | actives 0.009% (n = 390,000) | Pin1 FP peptide displacement, HiFluor488, 10 min | Potency, µM (doses to about 115 µM), for inactives: top-dose activity, negative = inhibition, actives largely listed as inhibitors; active = well fitted inhibition curve with a large enough effect in the polarisation, with a control signal flat, not every such curve was filed as active; inconclusive = small, poorly fitted or top-dose-only effect, or effect the other way, or a change in a side signal; inactive = no such curve, though single readings can be large or run the other way; the % refers to the polarisation; also: % is scaled to controls: 0 for no effect and ±100 for the full control effect
ERG-DNA inh: blocks human ERG Ets domain binding to DNA. P11308. fluorescence polarization, His-ERG Ets domain / labelled DNA. Potency, µM (top dose mostly 76.9 µM), without a hit: top-dose FP activity, negative = inhibition, most hits filed as inhibitors. actives 0.028% (n = 370,000). AID 624246; active = well fitted inhibition curve with a large enough effect in the polarisation, with a control signal flat; inconclusive = small, poorly fitted or top-dose-only effect, or effect the other way, or a change in a side signal; inactive = no such curve, though single readings can be large or run the other way; the % refers to the polarisation;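 also: polarization taken with two DNA probes labelled with fluorescein and Texas red; % of control where 0% means no effect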
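His-tagged ERG Ets domain (1 uM in the protein solution; 300mM KCl, 50mM Tris-HCl, 1mM EDTA, 1mM DTT, pH 7.5) received compound, then a probe mix of 5 nM fluorescein-DNA and 100nM Texas-615-DNA. Fluorescence polarization was read for both dyes.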
PGK inhibitor: blocks T. brucei phosphoglycerate kinase; PGK/GAPDH coupled, Kinase-Glo luminescence, 60 min; Potency, µM (top dose mostly 57.5 µM), without a hit: top-dose activity change, negative = inhibition, usual class: inhibitors; actives 0.043% (n = 380,000); AID 602233; also: % is scaled to controls: 0 for no effect and ±100 for the full control effect; nearly all actives have a fitted effect of over 60% in size
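Luminescent ATP detection (Kinase-Glo Plus) follows a 60-minute room-temperature incubation, with wells lacking PGK as controls. Buffer: 100 mM TEA (pH 7.6), 5 mM MgCl2, 0.01% Tween-20. Coupling enzyme GAPDH (100 nM final) supplies unstable 1,3-BPG in-well.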
rTrxR1 inhibitor: blocks rat thioredoxin reductase 1; recombinant rTrxR1, NADPH fluorescence consumption, selenite substrate; actives 1% (n = 390,000); Potency, µM (series often up to 114 µM), without a hit: at the highest dose activity change, negative = inhibition, hits mostly inhibitors; also: % is scaled to controls: 0 for no effect and ±100 for the full control effect; nearly all actives have a fitted effect of over 65% in size
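Rat TrxR1 (90 nM in the dispensed reagent) was pre-reduced with 400 uM NADPH for 5 min at room temperature, then incubated with compound for 15 min. After 400 uM selenite was added, NADPH fluorescence (Ex 340/Em 450 nm) was followed for 8 min.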
RGS4 inhibitor: blocks human RGS4-accelerated GTP hydrolysis | Transcreener GDP fluorescence polarization, RGS4-accelerated GTP hydrolysis | Potency, µM (titrated, usually from 114 µM), for inactives: top-dose activity change, negative = inhibition, actives largely listed as inhibitors | actives 0.039% (n = 390,000) | AID 504845; also: % is scaled to controls: 0 for no effect and ±100 for the full control effect; nearly all actives have a fitted effect of over 75% in size; some results filed as inactive show a strong effect at the top dose
Target sequence (P49798 whole entry, looked up): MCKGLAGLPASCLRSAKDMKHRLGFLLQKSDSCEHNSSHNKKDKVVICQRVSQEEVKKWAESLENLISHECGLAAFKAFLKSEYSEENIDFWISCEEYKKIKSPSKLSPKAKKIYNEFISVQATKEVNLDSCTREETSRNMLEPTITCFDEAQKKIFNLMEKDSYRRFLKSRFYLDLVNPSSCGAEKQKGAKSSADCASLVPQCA
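MLSMR compounds (23 nl, pin-transferred) preincubated 10 min at room temperature with a 500nM (2x) first reagent, then RGS4 at 900nM (2x) plus Transcreener GDP mix added; fluorescence polarization (620/688 nm) read before and after 90 min at 30 °C.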
An asterisk follows results filed as active; i = inactive; ? = inconclusive; nt = not tested or not shown; & = joins results of further samples; [ ] = remark or other dose. Unless noted, calls follow the shape of the dose curve; as a rule, active = well fitted curve in the direction sought with a large enough effect; inconclusive = small, poorly fitted or top-dose-only effect, or another doubt; inactive = no such curve, though single readings can be large; an effect the other way counts as inactive or inconclusive. Potency is read from the fitted curve at half-maximal effect.

SMILES	12-LOX inh	JMJD2A Tudor inh	HP1b chromo inh	GLS inh	Pin1 inhibitor	ERG-DNA inh	PGK inhibitor	rTrxR1 inhibitor	RGS4 inhibitor
COc1ccc(CCN2CCC(CNC(=O)c3cnn(-c4ccc(C)cc4)c3C3CCN(C(=O)OC(C)(C)C)CC3)CC2)cc1	40µM*	?	6%	-7%	8%	2%	i	-3%	30%
CCCNC(=O)c1c(N)n(Cc2ccc3c(c2)OCO3)c2nc3ccccc3nc12	nt	6%	22%	20%	?	-10%	-4%	24%	-7%
C=CCN1C(=O)NC(=O)/C(=C/c2ccc(OC)c(COc3ccc(NC(C)=O)cc3)c2)C1=O	0%	-23%	30%	-2%	3%	-1%	-2%	?	?
COc1ccccc1-n1c(Cc2ccccc2)nc2ccccc2c1=O	13%	-14%	?	3%	-2%	4%	i	4%[57.1 µM]	6%
COc1ccc(OCCn2c(NC(=O)c3ccc(OC)cc3)nc3ccccc32)cc1	0%	-13%	15%	-6%	?	6%	i	13%	11%
S=P(N1CCCCCC1)(N1CC1)N1CC1	-7%	-2%	-6%	7%	-5%	-4%	-1%	15%[57.1 µM]	-16%
NC1CCCCC1N=Cc1c(O)n(CCc2ccc(F)cc2)c(=O)[nH]c1=O (stereo not given)	0%	-20%	25%	-3%	5%	10%	-8%	4%	-6%
CCOc1ccccc1-n1c(O)c(C=NCCCn2ccnc2)c(=O)[nH]c1=O	167%[activator]	-5%	40%[activator]	-11%	-2%	2%	i	12%	-39%
Cc1nn(C)c(C)c1/C=C1/CC2C3CC=C4CC(O)CCC4(C)C3CCC2(C)C1=O (stereo not given)	-14%	-19%	2%	2%	?	0%	2%	3%	8%
Cn1c(O)c(C=Nc2ccccc2-c2ccccc2)c(=O)n(C)c1=O	497%[activator]	0%	34%	0%	-1%	-6%	2%	-12%	16%
CCOc1ccc(Cl)cc1CNCCc1ccc(F)cc1	-30%	0%	43%[activator]	-1%	-6%	15%	0%	18%	20%
CCOC(=O)C1(CCc2ccccc2)CCN(C(C)CSC)CC1 (stereo not given)	-6%	-33%	14%	2%	-2%	-8%	-2%	19%	-5%
CCOc1ccc(NC2=NCCCS2)cc1	8%	0%	12%	-19%	-2%	-17%	-3%	14%	-19%
COC(=O)C1=C(c2cc3ccccc3s2)C[C@@H]2CC[C@H]1N2C(=O)N1CCC(C)CC1	-29%	-21%	43%[activator]	1%	-6%	1%	-1%	2%	-13%
NP(=O)(Oc1ccccc1)Oc1ccccc1	3%	-19%	-1%	1%	-6%	5%	-5%	20%	-11%
N/C(=N\[N+](=O)[O-])N/N=C/c1ccc(O)cc1	-5%	0%	23%	34%[activator]	-1%	2%	i	0%	-17%
Cc1cc(N=Nc2ccccc2C)ccc1N	-15%	40µM*	35µM*	0%	-1%	-17%	-8%	5%	-12%
O=C(O)CCn1cc(C=C2C(=O)NC(=O)NC2=O)c(-c2cc3ccccc3oc2=O)n1	-22%	-12%	19%	0%	7%	10%	-6%	-43%	?
CCOC(=O)c1sc(=NC(=O)c2ccc(C)c(C)c2)n(C)c1C	-3%	20µM*	-10%	13%	6%	-8%	-3%	42%[activator][57.1 µM]	?
O=c1[nH]c2ccccc2o1	-5%	32µM*	22%	7%	-15%	-15%	3%	-6%	7%
COc1cc(OC)c(OC)cc1CNCCc1ccc(F)cc1	?	63µM*	-16%	0%	-1%	-2%	-4%	13%	-8%
CN1CCN(/N=C/c2c(O)n(Cc3ccc(F)cc3)c(=O)[nH]c2=O)CC1	?	-10%	24%	-1%	1%	1%	-3%	15%	1%
OCCN1C2CCC1CC(O)(c1ccc(F)cc1)C2 (stereo not given)	-4%	-4%	10%	-2%	11%	-4%	-7%	-7%	30%
O=C(Cn1c(=O)n(Cc2ccccc2)c(=O)c2sc3ccccc3c21)NCc1ccccc1Cl	-24%	-5%	63%[activator]	-1%	23%	-8%	-6%	21%	-15%
COc1ccc(N2C(=O)NC(=O)/C(=C/c3cccc(OC(=O)c4cccs4)c3)C2=O)cc1Cl	35µM*	-13%	2%	9%	26%	-4%	-12%	10µM*	?

Record cards, from the list above.
COC(=O)C1=C(c2cc3ccccc3s2)C[C@@H]2CC[C@H]1N2C(=O)N1CCC(C)CC1 in the list: 12-LOX inh: -29%; JMJD2A Tudor inh: -21%; HP1b chromo inh: 43%[activator]; GLS inh: 1%; Pin1 inhibitor: -6%; ERG-DNA inh: 1%; PGK inhibitor: -1%; rTrxR1 inhibitor: 2%; RGS4 inhibitor: -13%
O=C(O)CCn1cc(C=C2C(=O)NC(=O)NC2=O)c(-c2cc3ccccc3oc2=O)n1 in the list: 12-LOX inh: -22%; JMJD2A Tudor inh: -12%; HP1b chromo inh: 19%; GLS inh: 0%; Pin1 inhibitor: 7%; ERG-DNA inh: 10%; PGK inhibitor: -6%; rTrxR1 inhibitor: -43%; RGS4 inhibitor: ?

Next part.
SMILES	12-LOX inh	JMJD2A Tudor inh	HP1b chromo inh	GLS inh	Pin1 inhibitor	ERG-DNA inh	PGK inhibitor	rTrxR1 inhibitor	RGS4 inhibitor
O=C(Cc1ccccc1)OCn1nnc2ccccc2c1=O	3%	10%	16%	-5%	-1%	nt	-5%	13%	-10%
CCCc1nnc(NC(=O)CCC(=O)N2CCN(CCOC(c3ccccc3)c3ccccc3)CC2)s1	-23%	-29%	1%	-3%	-7%	2%	i	2%	-25%
CN1CCN(c2cc(N3CCNCC3)ccc2[N+](=O)[O-])CC1	2%	-26%[57.1 µM]	7%	15%	-1%	-1%	i	?	-15%
CCOC(=O)c1c(NC(NC(=O)CF)C(Cl)(Cl)Cl)sc2c1CCCC2 (stereo not given)	?	40µM*	-6%	?	-13%	4%	-4%	0%[57.1 µM]	?
COc1ccc(C(=O)Nc2ccc(Cl)cc2C(=O)c2ccccc2)c(OC)c1	-23%	-7%	23%	-9%	0%	-2%	-5%	3%	2%
Cc1cc(OCC(=O)N2CCN(CCc3ccncc3)CC2)cc(C)c1Cl	-3%	-8%	38%	-14%	-2%	0%	-9%	?	8%
Cc1csc(NC(=O)C(Cl)c2ccccc2)n1 (stereo not given) (tested in a mixture with another compound)	65%[activator]	-28%	12%	-2%	-7%	-2%	-2%	18%	-4%
Cc1cccc(-n2c(C)nc3ccccc3c2=O)c1C	5%	-24%	11%	9%	-3%	3%	-1%	15%[57.1 µM]	11%
O=P(Oc1ccccc1)(Oc1ccccc1)C(O)c1ccccc1 (stereo not given)	9%	-3%	33%	30%	-3%	-16%	i	9%	1%
Cc1cc(OCC(=O)OC(C)C)c2c3c(c(=O)oc2c1)CCCC3	1%	-10%	18%	3%	-4%	-6%	-2%	45%[activator]	7%
COC(=O)C1=C(c2ccc(F)cc2OCc2ccccc2)C[C@@H]2CC[C@H]1N2C(=O)NCc1cc(C)oc1C(F)(F)F	nt	-17%	37%	-3%	26%	-1%	-7%	17%[57.1 µM]	11%
CC1CC(C)CC(C)C(O)C(C#N)=CC=CCC(C2CCCC2C(=O)O)OC(=O)CC(O)C(C)C1 (stereo not given)	5%	2%	39%	-14%	23%	-5%	-6%	12%[11.4 µM]	10%
COc1ccc(-n2c(/C=C3\C(=O)Nc4ccccc43)nc3ccccc3c2=O)cc1	?	1%	-1%	-11%	-6%	2%	-6%	10%	-12%
CCOC(=O)C1=C(C)OC(N)=C(C(=O)OCC)C12C(=O)Nc1ccc(Br)cc12 (stereo not given)	-3%	-13%	18%	?	1%	-4%	-9%	1%	-43%
CC(C)N1CCN(Cc2cccc3c2OCO3)CC1CCO (stereo not given)	0%	-14%	10%	-1%	-7%	1%	-5%	11%	-15%
O=P(OCC(F)(F)C(F)F)(N1CCOCC1)N1CCOCC1	-23%	10%	21%	-11%	-5%	-7%	-7%	9%[57.1 µM]	9%
O=c1[nH]c(=O)n(-c2cccc(Cl)c2)c(O)c1/C=N/c1ccccn1	-2%	2%	29%	5%	21%	3%	4%	-15%[57.1 µM]	2%
CC(NCc1ccc(Cl)cc1Cl)C(O)c1ccccc1 (stereo not given)	-13%	-6%	21%	2%	?	5%	nt	22%	11%
C=CCOC(Cn1ccnc1)c1ccc(Cl)cc1Cl (stereo not given)	22%	-27%	5%	-2%&-7%	-2%	-4%	-6%	25%	2%
Cn1c(O)c(C=NCc2ccco2)c(=O)n(C)c1=O	23%	-12%	8%	-2%	4%	nt	-4%	3%	12%
COC(=O)C1=C(c2ccc(C(C)=O)cc2)C[C@@H]2CC[C@H]1N2C(=O)N1CCOCC1	-11%	-11%	36%	-2%	-1%	-9%	4%	4%	0%
COc1ccc2c(c1OC)C(=O)OC2C1c2cc3c(cc2CCN1C)OCO3 (stereo not given)	-3%	-14%	-1%	1%	0%	6%	-5%	6%[57.1 µM]	-26%
Cc1cc(N2CCN(C)CC2)nc2ccccc12	15%	-8%	74%[activator]	-3%	-1%	10%	i	7%	-6%[56.9 µM]
N#Cc1cc2c(nc1SCC(=O)Nc1ccc(OC(F)(F)F)cc1)C1CCN2CC1	?	0%	29%	11%	1%	-2%	-4%	3%[57.1 µM]	2%
O=C1C2CCN(CC2)C1Cc1ccccc1O (stereo not given)	38%[activator]	-5%	23%	50%[activator]	-5%	-7%	i	7%	-6%
Cc1ccc(NC(=O)N2CC2)cc1NC(=O)N1CC1	-5%	-30%	14%[57 µM]	18%	?	-4%	-7%	-4%[57.1 µM]	-35%
CCCCC(CC)COCCCN=Cc1c(O)[nH]c(=S)[nH]c1=O (stereo not given)	0%	-8%	73%[activator]	-2%	13%	4%	-3%	6%	-17%

Compound activity (PubChem BioAssay)

An excerpt, so the mix of outcomes need not match the whole.
